Screening results: PubChem, several laboratories
Pyk2 oligo antag – Pyk2 (human) oligomerization antagonism; Q293 cells, Pyk2 FERM NanoBiT luminescence; hits give low values; z-score (the deposit names both 25 µM and 10 µM); hit rate 0.83% among 99,000;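 active means Z-score of -3 or lower, scaled per plate to the spread of control and sample wells; inactive means z-score above -3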;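 further: negative z-score means lost luminescence so less FERM oligomerization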
LYP act – increases human PTPN22 phosphatase activity. AID 697. activation, % at 2 µM. hit rate 0.11% among 96,000. Q9Y2R2. recombinant LYP, DiFMUP fluorescence; 0 = plate median, 100 = signal doubled;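 active means activation at 2 µM above a set limit, the mean plus 5 SD, cut at about 37% in these data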
Target sequence (Q9Y2R2 whole entry, looked up): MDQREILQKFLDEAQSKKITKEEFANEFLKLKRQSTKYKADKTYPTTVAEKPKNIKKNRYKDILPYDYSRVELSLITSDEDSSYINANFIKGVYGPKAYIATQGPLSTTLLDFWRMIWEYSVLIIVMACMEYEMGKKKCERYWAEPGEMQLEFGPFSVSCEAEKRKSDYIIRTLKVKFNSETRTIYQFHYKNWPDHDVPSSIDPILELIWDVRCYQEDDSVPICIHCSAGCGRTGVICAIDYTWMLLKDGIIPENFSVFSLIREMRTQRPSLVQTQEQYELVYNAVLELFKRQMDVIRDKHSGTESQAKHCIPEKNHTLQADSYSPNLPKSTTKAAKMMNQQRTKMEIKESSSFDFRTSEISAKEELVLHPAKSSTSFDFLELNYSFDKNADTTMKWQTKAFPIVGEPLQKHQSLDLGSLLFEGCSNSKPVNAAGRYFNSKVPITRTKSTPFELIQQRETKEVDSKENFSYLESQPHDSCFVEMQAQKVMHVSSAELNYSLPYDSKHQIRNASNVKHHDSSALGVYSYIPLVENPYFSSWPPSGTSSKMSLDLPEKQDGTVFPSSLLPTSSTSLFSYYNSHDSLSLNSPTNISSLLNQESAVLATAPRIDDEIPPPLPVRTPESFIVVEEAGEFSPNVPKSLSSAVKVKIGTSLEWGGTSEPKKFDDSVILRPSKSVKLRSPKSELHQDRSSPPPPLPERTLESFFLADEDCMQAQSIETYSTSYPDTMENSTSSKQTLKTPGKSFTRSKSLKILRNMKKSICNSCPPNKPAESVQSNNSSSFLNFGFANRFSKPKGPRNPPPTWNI
hDAT+cocaine – changed human dopamine transporter uptake under cocaine IC80. B-score at 10 µM. LLC-PK1 hDAT cells, [14C]-dopamine uptake with cocaine IC80; actives deviate in either direction. hit rate 1.3% among 110,000. AID 449768. Q01959;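 active means Z score or B-score, a plate-position-corrected score, falls beyond the plate's 99.7% confidence bounds, in either direction; inactive means both scores lie inside the 99.7% bounds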;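 further: scored against the spread of the other compound wells on the same plate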
PostGolgi ctrl – yeast control strain growth, post-Golgi counter-screen. efflux-deficient yeast background strain, growth absorbance A615, 16 h. inhibition, % at 10 µM. hit rate 5% among 98,000. AID 738
LYP inh 2 – LYP (human) phosphatase inhibition; Q9Y2R2; recombinant LYP catalytic domain, DiFMUP fluorescence; inhibition, % at 2 µM; hit rate 0.21% among 96,000; AID 640;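 active means inhibition at 2 µM at or above a set limit, the screen mean plus 3 SD, cut at about 24% in these data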;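 further: 0% = DMSO with enzyme and 100% = enzyme fully blocked by orthovanadate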
CYP2C9 activ – CYP2C9 (human) activation. P11712. recombinant CYP2C9, luciferin-H conversion, luminescence; hits give high values; factor 1 = untreated enzyme, 0 = blocked. AID 1024. hit rate 1.4% among 96,000. activation factor at 5 µM;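 active means activation factor of 2 or more for CYP2C9 at a 5 µM dose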;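 further: 0 = sulfaphenazole-blocked wells and 1 = vehicle-only wells; values of inactives mirror those of a sister screen read the other way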
PostGolgi yeast – growth inhibition of a yeast mutant, post-Golgi transport screen; hit rate 0.9% among 98,000; post-Golgi transport phenotypic cell assay; inhibition, % at 10 µM;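 further: yeast cells grown in 1536-well plates; yeast grown about 18 h at 30C before absorbance read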
Ecoli WT expand – growth inhibitors of E. coli BW25113 wild type; OD600 absorbance; growth inhibition, % at 100 µM; hit rate 0.15% among 98,000;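 active means growth inhibition above about 50% at one test dose, limit read from the data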;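 further: growth measured after 20 h incubation at 37 °C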
CYP2C9 inh – human CYP2C9 inhibition; P11712; CYP2C9 Supersomes, luciferin-H conversion, luminescence; inhibition, % at 5 µM; hit rate 20% among 96,000; AID 777;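 active means blocking of liver enzyme CYP2C9 beyond about 50% at 5 µM, limit read from the data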; further: values of inactives mirror those of a sister screen read the other way
* = called active by the depositor; x = not tested or not shown. Unless noted, no stated cut-off is given here; in the data, active means inhibition above about 30%; inactive means the rest.

SMILES | Pyk2 oligo antag | LYP act | hDAT+cocaine | PostGolgi ctrl | LYP inh 2 | CYP2C9 activ | PostGolgi yeast | Ecoli WT expand | CYP2C9 inh
ON=C1/C(=N\O)CC2(C/C1=N/O)OCCO2 | -0.24 | 17 | 0.61 | 13 | -14 | 1.1 | -5 | 57* | -15
COc1ccc(C=NCC2COc3ccccc3O2)cc1OC (centres undefined) | 0.5 | -6 | 0.24 | 5 | 6 | 1 | 3 | 2 | -1
Cn1c(=O)oc2cc(S(=O)(=O)NCc3ccccc3)ccc21 | 0.99 | 8 | 0.11 | 7 | -6 | 1.7 | -5 | -1 | -68
Cc1ccc(C(=O)NNC(=O)c2cc(OCC(F)(F)F)ccc2OCC(F)(F)F)cc1 | -0.79 | 0 | 0.96 | 4 | 4 | 0.7 | -5 | 0 | 29
O=C(NN1C(=O)C2C3C=CC(C4CC34)C2C1=O)c1ccc(Cl)cc1Cl (centres undefined) | 1.8 | 0 | 0.56 | -2 | 3 | 1.1 | -3 | 0 | -14
C1=C(CCNCC2CCCCC2)CCCC1 | 1.1 | 13 | x | 15 | -12 | 1 | -5 | 13 | -1
Cc1cc(C)nc(Nc2n[nH]c(COc3ccc(Cl)cc3)n2)n1 | 1.4 | 10 | 0.0028 | 7 | -11 | 1 | -4 | -5 | -5
COc1ccc(CC(=O)NC2CCN(CC(=O)N3CCCc4ccccc43)CC2)cc1OC | 0.2 | -4 | -0.01 | 7 | 6 | 1 | -10 | 3 | -4
COc1cccc2c(=O)n(CC(=O)N3CCCCC3)ccc12 | x | -3 | 0.048 | 6 | 2 | 1.2 | -4 | 6 | -24
N#CCSc1nc2ccccc2c(=O)n1CCC(=O)NC1CCCCC1 | 1.8 | -6 | -0.05 | 35* | 4 | 1.2 | -6 | -2 | -25
Nc1[nH]ncc1C(=O)Nc1cccc(C(F)(F)F)c1 | 0.11 | 8 | 2 | 12 | -10 | 0.9 | -14 | 8 | 10
O=C(NC1CC1)c1cccc(Nc2ccc(-c3ccc4c(c3)OCCO4)nn2)c1 | -3.4* | -9 | -0.0026 | -3 | 5 | 0.6 | -11 | -12 | 37
CC(CN1CCNCC1)(NS(=O)(=O)c1ccccc1)c1ccccc1 (centres undefined) | 0.39 | -7 | 0.34 | 5 | 4 | 0.8 | 25 | 2 | 24
Cc1n[nH]c(C)c1N1C(=O)c2cccc3cc(Br)cc(c23)C1=O | -0.2 | -5 | -0.59 | -1 | 8 | 0.6 | 8 | -1 | 41
COc1ccc(OCc2cnc(Cl)s2)cc1 | 0.22 | -2 | -1.2 | -1 | 6 | 1 | -8 | 8 | -1
COC(=O)C1=C(C)NC(=O)CC1c1cc(Br)ccc1F (centres undefined) | -0.23 | 38* | -1.7 | 10 | -43 | 0.7 | -4 | -10 | 32
Nc1c(C(=O)NC2CCCC2)c2nc3ccccc3nc2n1/N=C/c1ccco1 | -0.19 | -7 | -0.61 | -7 | 7 | 0.8 | 0 | 0 | 19
COCCCn1c(SCC(=O)NCc2ccco2)nc2sc3c(c2c1=O)CCC3 | -0.39 | 3 | 0.94 | 2 | -6 | 0.7 | 1 | 2 | 26
COc1ccccc1-c1c(C)nn2c(C)cc(C)nc12 | x | x | 0.46 | 4 | x | 0.9 | 0 | 4 | 7
Cc1cc(Cl)c(S(=O)(=O)NCCC(=O)O)cc1OCC(N)=O | -0.54 | 14 | 1.8 | 14 | -18 | 1.2 | 1 | 5 | -24
CC(=O)Nc1ccc(NC(=S)Nc2ccccc2)cc1 | -0.21 | 4 | -1.2 | 13 | 1 | 1 | -2 | 0 | 3
O=C(NNc1cccc(Cl)n1)c1ccc(Cl)cc1Cl | 0.37 | -3 | -0.034 | 11 | 5 | 1.4 | -6 | -11 | -38
O=C(CSc1n[nH]c(-c2ccccc2)n1)NC(=O)NCc1ccco1 | 2 | -7 | 0.45 | 8 | 7 | 0.2 | -3 | 7 | 79*
CCCN1CCN(c2nc3c([nH]2)c(=N)ncn3CC(O)CO)CC1 (centres undefined) | -0.51 | 11 | 0.12 | 4 | -9 | 0.9 | -12 | -5 | 10
COC(=O)c1cc2sccc2n1Cc1nc(-c2cccc(Cl)c2)oc1C | x | 6 | 0.54 | -4 | -7 | 0.5 | -5 | -3 | 46

Complete entries, quoted from the list. Order of values: Pyk2 oligo antag, LYP act, hDAT+cocaine, PostGolgi ctrl, LYP inh 2, CYP2C9 activ, PostGolgi yeast, Ecoli WT expand, CYP2C9 inh
`CCCN1CCN(c2nc3c([nH]2)c(=N)ncn3CC(O)CO)CC1` (centres undefined) is listed with -0.51, 11, 0.12, 4, -9, 0.9, -12, -5, 10
`ON=C1/C(=N\O)CC2(C/C1=N/O)OCCO2` is listed with -0.24, 17, 0.61, 13, -14, 1.1, -5, 57*, -15
`Cc1n[nH]c(C)c1N1C(=O)c2cccc3cc(Br)cc(c23)C1=O` is listed with -0.2, -5, -0.59, -1, 8, 0.6, 8, -1, 41
`COc1ccc(OCc2cnc(Cl)s2)cc1` is listed with 0.22, -2, -1.2, -1, 6, 1, -8, 8, -1

More records
SMILES | Pyk2 oligo antag | LYP act | hDAT+cocaine | PostGolgi ctrl | LYP inh 2 | CYP2C9 activ | PostGolgi yeast | Ecoli WT expand | CYP2C9 inh
COc1ccc(N(CC(=O)NCCSC(C)(C)C)S(C)(=O)=O)c(OC)c1 | 1 | -3 | 1.1 | 4 | 5 | 1 | -4 | 1 | -2
O=c1cc(-c2ccccc2)c2ccc(O)c(CN3CCCCC3)c2o1 | 0 | -7 | 0.59 | 4 | 2 | 1.1 | 14 | 0 | -8
c1ccc(CCSc2nccn2-c2ccccc2)cc1 | -1.1 | 20 | 1.1 | 2 | -16 | 0.5 | -3 | -5 | 54*
CSc1nc(N)nc(SCCS(=O)(=O)c2ccc(Cl)cc2)c1C#N | -2 | 4 | 6.1* | 58* | -4 | x | 2 | -24 | x
CCOC(=O)c1ccccc1NC(=O)Cn1cnc2c(cnn2C(C)(C)C)c1=O | -0.61 | 6 | -0.95 | 14 | -9 | 0.6 | 1 | -12 | 38
O=c1oc(Nc2ccccc2F)nc2ccccc12 | 0.18 | 4 | -1.3 | 3 | 0 | 0.7 | 2 | 1 | 26
COC(=O)c1sc(S(=O)(=O)NCc2ccccc2)c(C(=O)OC)c1C | -1.5 | 24 | 0.025 | 18 | -25 | 0.4 | 23 | 6 | 60*
CC(C)c1nnc(SCC(=O)NCc2ccco2)n1C | 0.67 | 1 | 0.64 | 17 | 2 | 1 | -8 | 9 | 0
Cc1cc2nc(-c3cccc(NC(=O)c4ccc(Br)o4)c3)oc2cc1C | 0.81 | -4 | 0.91 | 2 | 5 | 0.5 | 5 | -18 | 50
Cc1onc(-c2ccccc2)c1C(=O)Nc1cc(C(F)(F)F)ccc1N1CCOCC1 | 0.1 | 1 | 0.039 | 43* | -4 | 0.4 | 2 | -2 | 56*
N#CCCn1nnc(-c2ccccc2F)n1 | -0.49 | -8 | -0.59 | 13 | 8 | 1.1 | -6 | 6 | -9
CCNC(=S)N(Cc1ccc(OC)cc1)C1CC(=O)N(c2ccc(OCC)cc2)C1=O (centres undefined) | -0.65 | 1 | 0.043 | 12 | 4 | 0.8 | -6 | 2 | 20
O=[N+]([O-])c1ccccc1C1Nc2cccc3cccc(c23)N1 | -0.42 | -2 | -0.96 | -2 | 5 | 0.3 | -27 | -1 | 70*
Cc1ccc(CN2CCN(Cc3ccccc3C(F)(F)F)CC2)cc1 | 1.1 | -9 | -0.023 | 21 | 5 | 0.8 | -1 | 5 | 20
CC(C)(C)c1cc(OC(=O)c2ccncc2)ccc1O | 0.27 | -7 | 0.038 | x | 1 | x | x | x | x
CCOC(=O)c1c(C)sc2c1N(C(C)=O)c1cc(Cl)ccc1S2 | -2 | -8 | 0.43 | 26 | 8 | 0.8 | 2 | -4 | 23
Cc1[nH]c(=O)[nH]c(=O)c1S(=O)(=O)N1CCN(c2cccc(Cl)c2)CC1 | 0.48 | 30 | 0.88 | 7 | -36 | 1 | 9 | -17 | 5
CCC(CO)NC(=O)c1cccc(S(=O)(=O)N2c3ccccc3CC2C)c1 (centres undefined) | 2.3 | 6 | 0.52 | 9 | -5 | 0.9 | 1 | 0 | 14
O=C(c1ccc(COc2ccc(Cl)cc2)o1)N1CCN(Cc2ccc3c(c2)OCO3)CC1 | -0.43 | -3 | 0.31 | 52* | 3 | 0.4 | x | -19 | 62*
Cc1cc(C)c2c(=O)n(CC(=O)NCCCN3CCN(c4ccccc4F)CC3)sc2n1 | x | x | x | 13 | x | 0.3 | 10 | 12 | 65*
CCCc1[nH]nc2c1C(c1ccc(OC)c(Cn3nnc4ccccc43)c1)C(C#N)=C(N)O2 (centres undefined) | 0.58 | 4 | 3.6* | 28 | -6 | 0.4 | 9 | 9 | 62*
CC1CC(C)CN(CCCNC(=O)Cc2c(C(=O)O)n(C)c3ccccc23)C1 (centres undefined) | 0.26 | -2 | x | -2 | 5 | 0.9 | 6 | 1 | 5
Cn1c(=O)c(=O)n(C)c2cc(S(=O)(=O)N3CCC(Cc4ccccc4)CC3)ccc21 | 0.85 | -1 | -0.46 | -2 | -1 | 1 | -1 | -7 | -2
Cc1cc(C)c2c(c1)SC1=NC(c3ccccc3)(C(F)(F)F)NC(=O)N12 (centres undefined) | 2 | -13 | -0.88 | 43* | 13 | 0.9 | 10 | -5 | 13
Nc1nc(-c2ccc(Cl)cc2)cc(C(F)(F)F)n1 | 0.88 | -3 | -0.0098 | 4 | 0 | 0.9 | -4 | 1 | 14
SMILES | Pyk2 oligo antag | LYP act | hDAT+cocaine | PostGolgi ctrl | LYP inh 2 | CYP2C9 activ | PostGolgi yeast | Ecoli WT expand | CYP2C9 inh
O=C(N/N=C/c1cccc(OCc2ccccc2)c1)c1cccs1 | -1.2 | 6 | -1.7 | 37* | -3 | 0.2 | 9 | -6 | 83*
COc1ccc(NC(=O)/C(=C\c2cc(OC)c(OC)cc2[N+](=O)[O-])NC(=O)c2ccccc2)cc1 | -0.26 | 6 | 0.54 | 8 | -1 | 0.7 | -2 | -8 | 31
COc1ccc(C(=O)Cc2cc(OC)c(OC)cc2[N+](=O)[O-])cc1 | 0.13 | 2 | -1.1 | -5 | 1 | 1.3 | -20 | -6 | -30
Cc1ccc(Cn2ccc(=O)c(OCc3c(Cl)cccc3Cl)c2C)cc1 | -1.4 | 4 | -0.042 | 48* | -2 | 0.6 | 4 | 1 | 45
C=CCNC(=S)NNC(=O)c1csc(C)c1CC | 0.34 | -12 | -0.81 | -4 | 15 | 1 | 3 | 7 | -3
O=C(NCC12CC3CC(CC(C3)C1)C2)c1nc2ncccn2n1 | -0.51 | 7 | 0.79 | 1 | -5 | 1.5 | 7 | 3 | -49
COC1=Cc2c(ccc3ccc(=O)oc23)OC1(C)C | -0.49 | x | -1.3 | 7 | x | 0.8 | 13 | 7 | 23
COc1ccc(OCCN2C(=O)NC(C)(c3ccc(C)cc3)C2=O)cc1 (centres undefined) | -1.3 | 8 | 0.72 | 14 | -4 | x | -3 | -5 | x

Three structures out of the list, arranged by molar mass, low to high.
SMILES | Pyk2 oligo antag | LYP act | hDAT+cocaine | PostGolgi ctrl | LYP inh 2 | CYP2C9 activ | PostGolgi yeast | Ecoli WT expand | CYP2C9 inh
COC1=Cc2c(ccc3ccc(=O)oc23)OC1(C)C | -0.49 | x | -1.3 | 7 | x | 0.8 | 13 | 7 | 23
C=CCNC(=S)NNC(=O)c1csc(C)c1CC | 0.34 | -12 | -0.81 | -4 | 15 | 1 | 3 | 7 | -3
Cc1ccc(Cn2ccc(=O)c(OCc3c(Cl)cccc3Cl)c2C)cc1 | -1.4 | 4 | -0.042 | 48* | -2 | 0.6 | 4 | 1 | 45
